RBBP9 inhibitor: human RBBP9 inhibitors, primary screen, biochemical, fluorescence polarization, FP-Rh probe, HTS | 220,000 tested, 0.2% active | AID 1515, 2009 | inhibition, % at 7.94 µM | recombinant RBBP9 | Serine hydrolase RBBP9 (Homo sapiens), O75884;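 active means inhibition above the campaign mean of all tested compounds plus 3 SD, cut at about 14% in these data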;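 further: plate controls were DMSO wells with RBBP9 for no effect and wells lacking RBBP9 protein for full effect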
Target sequence (O75884 whole entry, looked up): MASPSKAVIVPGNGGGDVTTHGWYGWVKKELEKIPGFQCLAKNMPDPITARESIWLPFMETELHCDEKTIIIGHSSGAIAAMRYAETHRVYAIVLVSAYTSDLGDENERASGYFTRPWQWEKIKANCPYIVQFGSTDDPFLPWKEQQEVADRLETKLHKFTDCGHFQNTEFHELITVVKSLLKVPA
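System: RBBP9 protein | Quantity: 2.5 µM RBBP9 dispensing solution, before mixing | Reagent: FP-Rh probe, 375 nM dispensing solution | Timing: Enzyme-compound preincubation 30 min, then probe labeling 45 min, 25 °C | Measured by: Fluorescence polarization | Read-out: % inhibition | Replication: One well per compound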
p47phox inh: p47phox/p22phox peptide binding inhibitors, primary screen, biochemical, uHTS, NADPH oxidase regulatory subunit | 220,000 tested, 0.53% active | fluorescence polarization, 2 h | inhibition, % at 24.7 µM | Neutrophil cytosol factor 1 (Homo sapiens), P14598;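 active means inhibition above about 30%, limit read from the data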;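 further: 0% = p47phox with labelled peptide and 100% = labelled peptide alone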
Runt-CBFb FRET: inhibitors of RUNX1 Runt–CBFb binding, primary screen, biochemical, FRET, Cerulean-Runt, Venus-CBFb, uHTS. Runt-related transcription factor 1 (Homo sapiens) + Core-binding factor subunit beta …. Cerulean-Runt/Venus-CBFb FRET ratio 530/480, 1 h. inhibition, % at 20 µM. 220,000 tested, 0.46% active. AID 1496, 2009;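 active means inhibition over about 50% at 20 µM in the single-dose screen, limit read from the data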;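 further: 0% = DMSO wells and 100% = excess unlabeled CBFb competitor control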
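Buffer or medium: Tris pH 7.5 buffer with BSA. Assay system: Cerulean-labeled Runt domain protein. Amount: each fluorescent fusion protein 100 nM. Read-out basis: loss of energy transfer signal. Incubation: 1 h compound exposure, room temperature. Probe or stimulus: Venus-CBFb binding partner, 100 nM. Detection: FRET, excitation 422 nm, emission at 530 and 480 nm.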
EBV gp42 inh: Epstein-Barr virus gp42 inhibitors, primary screen, biochemical, uHTS, fluorescence polarization; AID 1085, 2008; 220,000 tested, 0.42% active; Fluorescence polarization binding assay, mP read-out; Glycoprotein 42 (Epstein-Barr virus (strain AG876)), Q1HVG2; inhibition, % (tested at 21.74 µM); in the data active means inhibition above about 50%
Target sequence (Q1HVG2 whole entry, looked up): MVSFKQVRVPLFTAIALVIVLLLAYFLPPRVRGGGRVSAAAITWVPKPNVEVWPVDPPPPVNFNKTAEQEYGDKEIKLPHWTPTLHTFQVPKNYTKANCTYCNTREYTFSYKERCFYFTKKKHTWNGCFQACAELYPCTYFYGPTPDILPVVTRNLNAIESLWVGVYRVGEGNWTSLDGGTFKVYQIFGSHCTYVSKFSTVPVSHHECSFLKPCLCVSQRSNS
Runt-SMMHC FRET: inhibitors of RUNX1 Runt–CBFb-SMMHC binding, primary screen, biochemical, FRET, Cerulean-Runt, Venus-CBFb-SMMHC, uHTS; Runt-related transcription factor 1 (Homo sapiens) + Core-binding factor subunit beta …; Cerulean-Runt/Venus-CBFb-SMMHC FRET ratio 530/480, 1 h; inhibition, % at 20 µM; 220,000 tested, 0.74% active; AID 1434, 2008;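 active means mean inhibition across duplicate retests at 20 µM reaching about 50%, limit read from the data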;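 further: 0% = DMSO wells and 100% = wells with excess untagged CBFb-SMMHC; inhibitors lower the FRET ratio by blocking Runt binding to CBFb-SMMHC; some results filed as inactive read as strong as hits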
Furin inhibitor: human furin inhibitors, primary screen, biochemical, fluorescence intensity; P09958; purified furin, fluorogenic substrate cleavage; inhibition, % at 30 µM; 220,000 tested, 0.061% active; in the data active means inhibition above about 25%; further: inactives centre near -15
Target sequence (P09958 108-714 limits assumed): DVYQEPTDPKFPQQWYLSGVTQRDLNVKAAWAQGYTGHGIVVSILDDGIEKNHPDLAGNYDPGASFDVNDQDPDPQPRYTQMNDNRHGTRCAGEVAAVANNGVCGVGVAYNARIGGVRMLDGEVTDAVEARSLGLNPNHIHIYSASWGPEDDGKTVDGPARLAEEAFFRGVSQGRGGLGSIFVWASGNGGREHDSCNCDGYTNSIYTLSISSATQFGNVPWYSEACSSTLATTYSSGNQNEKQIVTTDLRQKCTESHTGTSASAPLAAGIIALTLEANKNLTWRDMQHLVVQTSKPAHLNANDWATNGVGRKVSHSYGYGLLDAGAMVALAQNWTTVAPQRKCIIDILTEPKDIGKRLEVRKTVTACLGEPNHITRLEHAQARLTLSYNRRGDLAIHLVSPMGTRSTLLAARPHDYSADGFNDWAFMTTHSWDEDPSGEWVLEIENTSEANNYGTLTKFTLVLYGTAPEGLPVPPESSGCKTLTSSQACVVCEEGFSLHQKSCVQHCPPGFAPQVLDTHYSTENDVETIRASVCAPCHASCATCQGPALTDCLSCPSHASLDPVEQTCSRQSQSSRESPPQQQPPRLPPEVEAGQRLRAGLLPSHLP
m-calpain inh: inhibitors of pig calpain II, primary screen, biochemical, fluorogenic peptide substrate, 1536-well | purified calpain II, 30 min | inhibition, % at 16 µM | 220,000 tested, 0.37% active | AID 1236, 2008;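 active means inhibition above about 50%, limit read from the data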
p97 ATPase inh: inhibitors of human p97 ATPase, primary screen, biochemical; inhibition, % at 8 µM; 220,000 tested, 0.42% active; recombinant p97 ATPase, Kinase-Glo ATP luminescence, 3 h; in the data active means inhibition above about 15%;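 further: 0% = DMSO vehicle and 100% = wells lacking enzyme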
TbHK1 inh: Trypanosoma brucei hexokinase 1 inhibitors, primary screen, biochemical, G6PDH-coupled NADH absorbance, MLSCN library | recombinant TbHK1, G6PDH-coupled NADH A340 | inhibition, % at 10 µM | 220,000 tested, 0.11% active | AID 1430, 2008 | hexokinase 1 [Trypanosoma brucei];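 active means inhibition of 50% or more in the single-dose primary screen; inactive means inhibition below 50%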
* marks the source's active call; other numbers are inactive results; [ ] = dose if it differs, or a comment.

How did CC(=O)/C(=N\Nc1ccc(Cl)cc1Cl)Sc1cccc2cccnc12 do in these assays?
RBBP9 inhibitor: -3; p47phox inh: -2; Runt-CBFb FRET: 5; EBV gp42 inh: -6; Runt-SMMHC FRET: 3; Furin inhibitor: 3; m-calpain inh: 1; p97 ATPase inh: 2; TbHK1 inh: 0

What do the screens show for `C=CCn1c(O)c(C=Nc2ccc(CN3CCCCC3)cc2)c(=O)[nH]c1=S`?
RBBP9 inhibitor: 1; p47phox inh: 2; Runt-CBFb FRET: -1; EBV gp42 inh: -8; Runt-SMMHC FRET: -1; Furin inhibitor: -15; m-calpain inh: -21; p97 ATPase inh: 4; TbHK1 inh: -8

How did COc1ccc(C(=O)OC(C(=O)c2ccc(C)cc2)c2ccccc2)cc1 (centres undefined) do in these assays?
RBBP9 inhibitor: -10; p47phox inh: -10; Runt-CBFb FRET: 0; EBV gp42 inh: 3; Runt-SMMHC FRET: -2; Furin inhibitor: -2[20 µM]; m-calpain inh: -11; p97 ATPase inh: -5; TbHK1 inh: 1

Results for C/C(=N/NC(=O)CSc1nc2ccccc2n1C)c1ccncc1 ?
RBBP9 inhibitor: -1; p47phox inh: 4; Runt-CBFb FRET: 1; EBV gp42 inh: 4; Runt-SMMHC FRET: 2; Furin inhibitor: -16; m-calpain inh: -16; p97 ATPase inh: 1; TbHK1 inh: -8

What do the screens show for `NS(=O)(=O)c1ccc(NC(=O)Nc2ccc(S(N)(=O)=O)cc2)cc1`?
RBBP9 inhibitor: -8; p47phox inh: -15; Runt-CBFb FRET: 1; EBV gp42 inh: -8; Runt-SMMHC FRET: -1; Furin inhibitor: -19; m-calpain inh: 4; p97 ATPase inh: 0; TbHK1 inh: 4

How did Clc1ccc(CSc2nnc(-c3cccnc3)n2Cc2ccco2)c(Cl)c1 do in these assays?
RBBP9 inhibitor: -12; p47phox inh: -23; Runt-CBFb FRET: 32; EBV gp42 inh: -5; Runt-SMMHC FRET: 39; Furin inhibitor: 0; m-calpain inh: -70; p97 ATPase inh: -6; TbHK1 inh: 0

Results for CCOC(=O)Nc1ccc2c(c1)nc(CN1CCCCC1)n2C ?
RBBP9 inhibitor: -5; p47phox inh: 0; Runt-CBFb FRET: 0; EBV gp42 inh: -8; Runt-SMMHC FRET: -2; Furin inhibitor: -18; m-calpain inh: -17; p97 ATPase inh: 0; TbHK1 inh: 2

How did CN1CCc2cc(Cl)c(O)cc2[C@@H](c2ccccc2)C1 do in these assays?
RBBP9 inhibitor: 0; p47phox inh: 0; Runt-CBFb FRET: 2; EBV gp42 inh: -10; Runt-SMMHC FRET: -2; m-calpain inh: 33; p97 ATPase inh: 3

What do the screens show for `O=C(C1CCN(C2CC(=O)N(Cc3ccccc3)C2=O)CC1)N1CCCCCC1` (centres undefined)?
RBBP9 inhibitor: -10; p47phox inh: -1; Runt-CBFb FRET: 3; EBV gp42 inh: -23; Runt-SMMHC FRET: -8; Furin inhibitor: -13[20 µM]; m-calpain inh: 5; p97 ATPase inh: 3; TbHK1 inh: -1

Results for Cc1nc(-c2ccc(NC(=O)CC(C)C)cc2)cs1 ?
RBBP9 inhibitor: 3; p47phox inh: -3; Runt-CBFb FRET: 0; EBV gp42 inh: -14; Runt-SMMHC FRET: 1; Furin inhibitor: -17; m-calpain inh: -10; p97 ATPase inh: 1; TbHK1 inh: 2

Results for CCO[C@@H]1OC(C(=O)NCc2ccccc2)=C[C@H](C2CC2)[C@H]1CCCO ?
RBBP9 inhibitor: -9; p47phox inh: -4; Runt-CBFb FRET: -1; EBV gp42 inh: -12; Runt-SMMHC FRET: 2; Furin inhibitor: -1; m-calpain inh: 12; p97 ATPase inh: 2; TbHK1 inh: -7

What do the screens show for `COc1ccc(CNC(=O)c2cc3c(s2)CS(=O)C3)cc1` (centres undefined)?
RBBP9 inhibitor: -9; p47phox inh: 0; Runt-CBFb FRET: 1; EBV gp42 inh: -5; Runt-SMMHC FRET: 0; Furin inhibitor: -24; m-calpain inh: -78; p97 ATPase inh: 5; TbHK1 inh: -9

Results for C/C(=N\Nc1nccnc1Cl)c1c(F)c(F)c(F)c(F)c1F ?
RBBP9 inhibitor: -7; p47phox inh: -6; Runt-CBFb FRET: 0; EBV gp42 inh: -13; Runt-SMMHC FRET: 3; Furin inhibitor: -13; m-calpain inh: 2; p97 ATPase inh: -4; TbHK1 inh: -22

What do the screens show for `COC(=O)Cn1c(CCS(=O)(=O)c2ccc(C)cc2)nc2ccccc21`?
RBBP9 inhibitor: 0; p47phox inh: -11; Runt-CBFb FRET: 2; EBV gp42 inh: -11; Runt-SMMHC FRET: -1; Furin inhibitor: -19[20 µM]; m-calpain inh: -49; p97 ATPase inh: 3; TbHK1 inh: 4

Results for COc1cc(/C=C/C(=O)c2ccc(C)cc2)ccc1OCC#N ?
RBBP9 inhibitor: -7; p47phox inh: -22; Runt-CBFb FRET: -3; EBV gp42 inh: -11; Runt-SMMHC FRET: -3; Furin inhibitor: -15; m-calpain inh: -6; p97 ATPase inh: 3; TbHK1 inh: -24

Molecules listed so far that contain an aryl methoxy group (3):
How did COc1ccc(C(=O)OC(C(=O)c2ccc(C)cc2)c2ccccc2)cc1 (centres undefined) do in these assays?
RBBP9 inhibitor: -10; p47phox inh: -10; Runt-CBFb FRET: 0; EBV gp42 inh: 3; Runt-SMMHC FRET: -2; Furin inhibitor: -2[20 µM]; m-calpain inh: -11; p97 ATPase inh: -5; TbHK1 inh: 1

What do the screens show for `COc1ccc(CNC(=O)c2cc3c(s2)CS(=O)C3)cc1` (centres undefined)?
RBBP9 inhibitor: -9; p47phox inh: 0; Runt-CBFb FRET: 1; EBV gp42 inh: -5; Runt-SMMHC FRET: 0; Furin inhibitor: -24; m-calpain inh: -78; p97 ATPase inh: 5; TbHK1 inh: -9

Results for COc1cc(/C=C/C(=O)c2ccc(C)cc2)ccc1OCC#N ?
RBBP9 inhibitor: -7; p47phox inh: -22; Runt-CBFb FRET: -3; EBV gp42 inh: -11; Runt-SMMHC FRET: -3; Furin inhibitor: -15; m-calpain inh: -6; p97 ATPase inh: 3; TbHK1 inh: -24

The listing continues:
Results for CCC(CC)C(=O)Nc1nnc(-c2cccs2)s1 ?
RBBP9 inhibitor: -2; p47phox inh: -6; Runt-CBFb FRET: 4; EBV gp42 inh: -11; Runt-SMMHC FRET: 2; Furin inhibitor: -15; m-calpain inh: -68; p97 ATPase inh: -2; TbHK1 inh: -5

How did COC(=O)c1c(-n2cnnn2)sc(C)c1C do in these assays?
RBBP9 inhibitor: -3; Runt-CBFb FRET: 0; Runt-SMMHC FRET: 2; Furin inhibitor: -19; p97 ATPase inh: -1; TbHK1 inh: 1

What do the screens show for `Cc1ccc(Cl)c(NC(=O)CN(C)CC(=O)Nc2ccc(F)c(F)c2F)c1Cl`?
RBBP9 inhibitor: -6; p47phox inh: -8; Runt-CBFb FRET: -4; EBV gp42 inh: -18; Runt-SMMHC FRET: 0; Furin inhibitor: -27; m-calpain inh: -17; p97 ATPase inh: 3; TbHK1 inh: -3

What do the screens show for `CCCCC1C(=O)CC[C@H]2[C@@H]1CC(=O)[C@@H]2C/C=C\CCCC(=O)O` (some centres undefined)?
RBBP9 inhibitor: 9; p47phox inh: -6; Runt-CBFb FRET: 0; EBV gp42 inh: -3; Runt-SMMHC FRET: -2; Furin inhibitor: -8; m-calpain inh: -27; p97 ATPase inh: 1; TbHK1 inh: 13

What do the screens show for `CCC(=O)NC(=S)Nc1ccc(NC(=O)c2ccccc2[N+](=O)[O-])cc1`?
RBBP9 inhibitor: -9; p47phox inh: 1; Runt-CBFb FRET: 1; EBV gp42 inh: -9; Runt-SMMHC FRET: 0; Furin inhibitor: -5; m-calpain inh: 14; p97 ATPase inh: -1; TbHK1 inh: -4

How did O=C(CNC(=O)c1ccc(Cl)cc1)OC1CCOC1=O (centres undefined) do in these assays?
RBBP9 inhibitor: -9; p47phox inh: -5; Runt-CBFb FRET: 0; EBV gp42 inh: -10; Runt-SMMHC FRET: -1; Furin inhibitor: -21; m-calpain inh: -7; p97 ATPase inh: 3; TbHK1 inh: -4

How did O=C(Cn1nnc(-c2ccccc2-n2cnnn2)n1)NCc1ccccc1 do in these assays?
RBBP9 inhibitor: -1; p47phox inh: -4; Runt-CBFb FRET: 1; EBV gp42 inh: 0; Runt-SMMHC FRET: -4; Furin inhibitor: -20; m-calpain inh: -10; p97 ATPase inh: 1; TbHK1 inh: 6

What do the screens show for `O=C(NCCN1CCN(Cc2ccccc2)CC1)C1CC(=O)N(C2CCCC2)C1` (centres undefined)?
RBBP9 inhibitor: -5; p47phox inh: -9; Runt-CBFb FRET: -1; EBV gp42 inh: 5; Runt-SMMHC FRET: -4; Furin inhibitor: -20; m-calpain inh: -12; p97 ATPase inh: -5; TbHK1 inh: -2

How did COc1cc(OC)c(CNC2CCCCCC2)cc1Br do in these assays?
RBBP9 inhibitor: 2; p47phox inh: -7; Runt-CBFb FRET: -7; EBV gp42 inh: -12; Runt-SMMHC FRET: 2; Furin inhibitor: -21; m-calpain inh: -1; p97 ATPase inh: 5; TbHK1 inh: -2

Results for NC(=O)C[n+]1cccc(C(N)=O)c1 ?
RBBP9 inhibitor: 3; p47phox inh: 2; Runt-CBFb FRET: 2; EBV gp42 inh: -12; Runt-SMMHC FRET: -2; Furin inhibitor: -22; m-calpain inh: -3; p97 ATPase inh: 7; TbHK1 inh: -3

What do the screens show for `CC/C(=N/Nc1ccccc1Cl)c1cnnc(-c2ccccc2)n1`?
RBBP9 inhibitor: -2; p47phox inh: -9; Runt-CBFb FRET: -5; EBV gp42 inh: -5; Runt-SMMHC FRET: -4; Furin inhibitor: -20[20 µM]; m-calpain inh: -14; p97 ATPase inh: 2; TbHK1 inh: 4

What do the screens show for `O=C(NS(=O)(=O)c1ccc(NC(=O)C2CCCO2)cc1)c1ccccc1` (centres undefined)?
RBBP9 inhibitor: 0; p47phox inh: -5; Runt-CBFb FRET: 1; EBV gp42 inh: -16; Runt-SMMHC FRET: -2; Furin inhibitor: -15[20 µM]; m-calpain inh: -11; p97 ATPase inh: 6; TbHK1 inh: 0

What do the screens show for `CCC(C(=O)Nc1nc(C)c(C(=O)OC)s1)c1ccccc1` (centres undefined)?
RBBP9 inhibitor: -9; p47phox inh: -12; Runt-CBFb FRET: 0; EBV gp42 inh: -3; Runt-SMMHC FRET: 0; Furin inhibitor: -21; m-calpain inh: 1; p97 ATPase inh: 2; TbHK1 inh: -2
